Screens deposited in PubChem by several laboratories.
GPR55 antagonists – inhibition of LPI-stimulated GPR55 beta-arrestin translocation – imaging, U2OS, beta-arrestin-GFP, LPI agonist, primary screen (AID 2013). U2OS GPR55 beta-arrestin-GFP translocation imaging, LPI antagonism; higher % means a stronger effect. inhibition, % at 10 µM, or IC50 in µM where a hit was titrated. 290,000 tested, 0.13% active;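 active means spots per cell inhibited over 60%, with over 100 cells counted and total cytoplasm intensity under 500,000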;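 further: U2OS cells stably carrying GPR55 and arrestin-GFP stimulated by 5 µM LPI near EC80; imaged beta-arrestin-GFP aggregate spots per cell after agonist stimulation; plate controls were LPI-stimulated DMSO wells for no effect and DMSO wells without LPI for full effect; some results filed as inactive read as strong as hits; confirmed hits need IC50 under 10 µM and bright autofluorescent wells are also inconclusive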
MgcRacGAP inhibition – MgcRacGAP GTPase-activating activity inhibitors, confirmation, biochemical, ADP Hunter fluorescence; AID 624330; MgcRacGAP-stimulated Rac1 GTP hydrolysis, ADP Hunter fluorescence; higher % means a stronger effect; GST-tagged Rac1 F28L mutant substrate; 340,000 tested, 0.6% active; one-dose inhibition, % at 30 µM; IC50 in µM for titrated hits;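 active means first-screen hits whose inhibition reached a set limit at any dose in the follow-up dose series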;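 further: fluorescence reports GDP produced by GAP-driven GTP hydrolysis; strong numbers were not always called active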
KOR beta-arrestin-1 – KOR antagonists, beta-arrestin recruitment, cell-based, luminescence, uHTS (AID 1778). KOR beta-arrestin recruitment, luminescence, antagonist mode; higher % means a stronger effect. 290,000 tested, 0.091% active. inhibition, % at 10 µM, or IC50 in µM where a hit was titrated; in the data active means inhibition above about 50%; further: strong numbers were not always called active
NOD1 NF-kB reporter – NOD1 signaling inhibitors, primary screen, cell-based, luminescence, uHTS (AID 1578); NOD1-driven NF-kB luciferase reporter cells, luminescence; higher % means a stronger effect; inhibition, % at 4 µM; hits with a dose series show EC50 in µM; 290,000 tested, 1% active; in the data active means inhibition mostly above about 36%, no sharp cut-off; inactive means mostly below about 34%;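 further: HEK-293T reporter cells stimulated with the NOD1 agonist gamma-tri-DAP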
KOR beta-arrestin-2 – KOR agonists, beta-arrestin recruitment, primary screen, cell-based, luminescence, uHTS (AID 1777) | 280,000 tested, 0.02% active | one-dose activation, % at 10 µM; EC50 in µM for titrated hits | KOR beta-arrestin recruitment, luminescence; higher % means a stronger effect; in the data active means activation above about 50%, passing the limit was not always enough; further: a part of the inactive calls stands beside numbers as strong as those of hits
GPR55 beta-arrestin – selective activators of receptor GPR55 – imaging, U2OS cells, beta-arrestin-GFP redistribution, primary screen (AID 1961); U2OS GPR55 beta-arrestin-GFP redistribution imaging; higher % means a stronger effect; one-dose activation, % at 10 µM; EC50 in µM for titrated hits; 290,000 tested, 0.048% active;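 active means activation above 40% with more than 50 cells counted in the well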;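 further: U2OS osteosarcoma cells stably expressing GPR55 and beta-arrestin-GFP; plate controls were DMSO negative control for no effect and LPI positive control for full effect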
NTR1 ag – agonists of NTR1, primary screen, imaging, U2OS cells, beta-arrestin-GFP, high content (AID 493036); activation, % at 20 µM; 330,000 tested, 0.17% active; P30989; NTR1-U2OS beta-arrestin-GFP spot imaging, agonist mode;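 active means activation at or above 40% of the spot to cytoplasm intensity ratio, with at least 20 cells analyzed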;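 further: 0% = DMSO without peptide and 100% = 100 nM NTR1 peptide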
Target sequence (P30989 whole entry, looked up): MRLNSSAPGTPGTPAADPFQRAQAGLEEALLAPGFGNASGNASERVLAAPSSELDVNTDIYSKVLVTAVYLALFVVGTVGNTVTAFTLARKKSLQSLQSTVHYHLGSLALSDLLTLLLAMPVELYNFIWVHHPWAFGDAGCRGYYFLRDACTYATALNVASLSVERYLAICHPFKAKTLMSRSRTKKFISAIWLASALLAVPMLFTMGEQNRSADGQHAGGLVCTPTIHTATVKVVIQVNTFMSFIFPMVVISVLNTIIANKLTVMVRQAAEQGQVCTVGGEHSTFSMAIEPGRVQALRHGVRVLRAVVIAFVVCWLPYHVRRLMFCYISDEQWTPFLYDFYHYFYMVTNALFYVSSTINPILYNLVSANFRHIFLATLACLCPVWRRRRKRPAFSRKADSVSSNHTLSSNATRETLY
K1F lysis inhibition – protection from phage-mediated lysis, alamar blue read-out – E. coli UTI89, K1F phage, bacterial capsule biogenesis inhibitors (AID 488966). E. coli UTI89 K1F phage lysis, alamar blue, 2 h; higher % means a stronger effect. inhibition, % at 100 µM; hits with a dose series show IC50 in µM. 340,000 tested, 0.02% active;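 active means phage lysis inhibition, versus mean bacterial control, above a set limit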;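 further: capsule biogenesis inhibitors block K1F phage lysis so surviving cells raise fluorescence; higher fluorescence means more inhibition of phage lysis; actives were called in the ten point dose series up to 300 µM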
GPR35 arrestin U2OS – GPR35 antagonists blocking zaprinast-driven arrestin recruitment, primary screen, imaging, U2OS, beta-arrestin-GFP, zaprinast agonist (AID 2058); U2OS GPR35 beta-arrestin-GFP translocation imaging, zaprinast antagonism; higher % means a stronger effect; one-dose inhibition, % at 10 µM; IC50 in µM for titrated hits; 290,000 tested, 0.052% active;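 active means inhibition of at least 50% with at least 30 cells and total cytoplasm GFP at most 10,000,000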
NTR1 ag cell count 20 µM – recorded beside NTR1 ag, whose call it bears; cell count; measured here: cell count, cytotoxicity flag
* hit, by the source's call; . = no result given; [ ] = another dose, or the depositor's remark. Some of the compounds tested; rates above refer to the full screens.

SMILES	GPR55 antagonists	MgcRacGAP inhibition	KOR beta-arrestin-1	NOD1 NF-kB reporter	KOR beta-arrestin-2	GPR55 beta-arrestin	NTR1 ag	NTR1 ag cell count 20 µM	K1F lysis inhibition	GPR35 arrestin U2OS
CN1CCN(c2nc(-c3cccs3)cc(C(F)(F)F)n2)CC1	20%	6%	-4%	26%	-0.1%	0.2%	2.9	96	1.7%	19%
CCCCC1=CC2=CC(=O)C(C)(OC(=O)CC)C(=O)C2=CN1Cc1ccccc1 (stereo not drawn)	14%	8%	33%	3%	1.9%	-0.2%	-1.2	63	2.2%	-5%
CCOc1ccc2nc(NC(=O)CSc3nc4c(c(=O)n(C)c(=O)n4C)n3CC)sc2c1	-3%	.	8%	-12%	3.7%	-0.3%	0.2	62	.	-4%
CC1CCCN(C(=O)CSc2cnc3ccccc3n2)C1 (stereo not drawn)	3%	5%	29%	-21%	.	0.2%	5.0	61	1.5%	7%
O=C(NCCc1c[nH]c2ccccc12)C(=O)c1c[nH]c2ccccc12	12%	9%	-11%	-46%	-0.2%	-0.2%	1.6	53	0.1%	4%
O=C(O)[C@@H]1CCCN1C(=O)c1ccccc1N1C(=O)[C@@H]2Cc3c([nH]c4ccccc34)C(c3cccc(Cl)c3)N2C1=O (stereo partly drawn)	8%	-3%	4%[20 µM]	-18%	-5.6%	-0.2%	-1.7	87	5.1%	6%
Cc1cc(NC(=O)CSc2nc(CCC3CCCC3)nc3ccccc23)no1	11%	7%	3%	-11%	-1.8%	0.7%	3.5	83	-0.1%	-15%
FC(F)(F)c1ccnc(NCc2ccc(Cl)cc2)n1	9%	5%	4%	-8%	-3.9%	-0.1%	0.8	85	0.2%	-12%
Cc1noc(/C=C/N(C)C)c1S(=O)(=O)N1CCCC(C(=O)Nc2ccc3c(c2)OCO3)C1 (stereo not drawn)	-3%	-1%	-6%	11%	7.1%	0.2%	6.8	48	-1.3%	-8%
C=CCCN([C@@H](C)C(=O)OC)S(=O)(=O)c1ccccc1Br	1%	7%	-2%	-12%	4.2%	0.0%	-5.8	73	3.1%	-22%
CCC(C)(c1ccc(C(=O)OC)s1)c1ccc(C(=O)OC)s1	1%	4%	-3%	-2%	-7.1%	0.3%	4.3	84	-0.2%	-8%
COc1ccc2c(c1)c(N=NC(N)=S)c(O)n2CC(=O)c1ccccc1	1%	7%	-198%	9%	-6.6%	0.0%	0.6	83	-0.1%	-10%
CCc1ccc(N(CC(=O)NCC2CCCO2)C(=O)CCC(=O)Nc2nccs2)cc1 (stereo not drawn)	11%	2%	9%	-22%	2.6%	-0.1%	-1.0	45	0.3%	-10%
CCCCn1c(-c2sccc2C)n[nH]c1=S	7%	6%	12%	-34%	-3.8%	0.4%	1.3	48	-0.9%	7%
CC(C)(C)c1nnc(NC(=O)CS(=O)(=O)Cc2ccccc2)s1	5%	12%	-19%[20 µM]	-10%	-4.0%	-0.1%	0.1	83	0.1%	8%
CCc1ccccc1N1CC23C=CC(O2)C(C(=O)OCC(C)C)C3C1=O (stereo not drawn)	10%	7%	8%	-8%	1.1%	-0.1%	-3.5	38	2.5%	1%
Cc1oc(-c2ccccc2Cl)nc1CS(=O)(=O)CC(=O)NCCN1CCOCC1	-25%	-12%	8%[20 µM]	17%	-5.0%	-0.1%	1.3	77	-1.6%	-4%
O=S(=O)(Nc1nc2ccccc2nc1NCC1CCCO1)c1cccs1 (stereo not drawn)	-9%	8%	14%	10%	5.4%	-0.3%	2.7	51	-0.5%	2%
Cn1c(C(=O)N2CCCC(C(=O)NCc3ccccc3)C2)cc2sccc21 (stereo not drawn)	-5%	10%	10%	-12%	-6.0%	0.8%	0.1	82	0.8%	11%
COC(=O)c1sc(NC(=O)CC(C)C)c(C(=O)OC)c1C	-13%	1%	17%	-3%	-6.6%	-0.1%	3.1	59	-0.3%	-6%

10 entries out of the list, sorted by SMILES length, smallest number first.
SMILES	GPR55 antagonists	MgcRacGAP inhibition	KOR beta-arrestin-1	NOD1 NF-kB reporter	KOR beta-arrestin-2	GPR55 beta-arrestin	NTR1 ag	NTR1 ag cell count 20 µM	K1F lysis inhibition	GPR35 arrestin U2OS
CCCCn1c(-c2sccc2C)n[nH]c1=S	7%	6%	12%	-34%	-3.8%	0.4%	1.3	48	-0.9%	7%
FC(F)(F)c1ccnc(NCc2ccc(Cl)cc2)n1	9%	5%	4%	-8%	-3.9%	-0.1%	0.8	85	0.2%	-12%
COC(=O)c1sc(NC(=O)CC(C)C)c(C(=O)OC)c1C	-13%	1%	17%	-3%	-6.6%	-0.1%	3.1	59	-0.3%	-6%
CN1CCN(c2nc(-c3cccs3)cc(C(F)(F)F)n2)CC1	20%	6%	-4%	26%	-0.1%	0.2%	2.9	96	1.7%	19%
O=S(=O)(Nc1nc2ccccc2nc1NCC1CCCO1)c1cccs1 (stereo not drawn)	-9%	8%	14%	10%	5.4%	-0.3%	2.7	51	-0.5%	2%
C=CCCN([C@@H](C)C(=O)OC)S(=O)(=O)c1ccccc1Br	1%	7%	-2%	-12%	4.2%	0.0%	-5.8	73	3.1%	-22%
COc1ccc2c(c1)c(N=NC(N)=S)c(O)n2CC(=O)c1ccccc1	1%	7%	-198%	9%	-6.6%	0.0%	0.6	83	-0.1%	-10%
Cc1oc(-c2ccccc2Cl)nc1CS(=O)(=O)CC(=O)NCCN1CCOCC1	-25%	-12%	8%[20 µM]	17%	-5.0%	-0.1%	1.3	77	-1.6%	-4%
CCc1ccc(N(CC(=O)NCC2CCCO2)C(=O)CCC(=O)Nc2nccs2)cc1 (stereo not drawn)	11%	2%	9%	-22%	2.6%	-0.1%	-1.0	45	0.3%	-10%
CCOc1ccc2nc(NC(=O)CSc3nc4c(c(=O)n(C)c(=O)n4C)n3CC)sc2c1	-3%	.	8%	-12%	3.7%	-0.3%	0.2	62	.	-4%

Next records follow.
SMILES	GPR55 antagonists	MgcRacGAP inhibition	KOR beta-arrestin-1	NOD1 NF-kB reporter	KOR beta-arrestin-2	GPR55 beta-arrestin	NTR1 ag	NTR1 ag cell count 20 µM	K1F lysis inhibition	GPR35 arrestin U2OS
O=C(CN(c1ccc(Cl)c(C(F)(F)F)c1)S(=O)(=O)c1ccccc1)N1CCOCC1	14%	3%	-22%	-12%	8.5%	-0.3%	0.7	41	-0.2%	6%
CCOC(=O)c1cc(-c2ccc(Cl)s2)[nH]n1	-5%	7%	-36%	-6%	1.5%	0.6%	0.9	56	1.2%	-8%
O=C(O)c1[nH]c2ccccc2c1C=NCc1ccccc1Cl	7%	2%	-28%	-36%	-4.9%	0.0%	-0.7	30	0.0%	13%
O=C(NNC(=O)c1ccccc1C(=O)O)c1ccc(O)cc1	-2%	0%	-23%[20 µM]	-19%	0.6%	-0.1%	0.6	38	-2.1%	-3%
O=C(O)C1CCCN(S(=O)(=O)Cc2ccccc2)C1 (stereo not drawn)	7%	.	-21%	-10%	-5.4%	-0.3%	-1.1	87	0.7%[50 µM]	-12%
CC(C(=O)NCc1ccc2c(c1)OCO2)N(c1ccccc1)S(C)(=O)=O (stereo not drawn)	20%	5%	-25%	-26%	2.7%	-0.2%	-1.7	83	1.5%	11%
Cc1cc(S(=O)(=O)Nc2ccc(N3CCOCC3)cc2)ccc1Br	2%	9%	-3%	-22%	-0.9%	0.4%	0.8	39	-0.3%	-6%
COc1ccc2c(c1)CCC/C2=N\OC(=O)c1ccccc1F	4%	-3%	-36%	38%	2.4%	-0.1%	0.6	64	0.4%	3%
CN1C(=O)/C(=C/c2cccc(Cl)c2)Sc2ccc(C(=O)NCc3cccnc3)cc21	7%	13%	-22%	4%	2.4%	0.5%	1.4	56	-0.1%	-9%
Cc1cc(C)c(C#N)c(N)n1	2%	3%	3%	-28%	-3.4%	0.1%	2.8	51	0.4%	-2%
COc1ccc(/C=C/c2ccc3ccccc3[n+]2C)cc1OC	0%	-1%	24%	-18%	-12%	-0.1%	3.0	56	-0.3%	-16%
CC(Sc1nc(-c2ccccc2)cc(C(F)(F)F)n1)C(=O)N1CCCC1 (stereo not drawn)	10%	9%	1%	-31%	-0.1%	-0.1%	3.0	58	-1.0%	5%
CCn1c(SCc2ccc(C(=O)Nc3nccs3)cc2)nnc1-c1ccc(N)cc1	5%	-2%	12%	-27%	-1.2%	0.2%	0.0	49	-0.5%	-7%
O=C(COc1cccc2cccnc12)N1CCc2ccccc2C1	-3%	-4%	-10%	5%	-4.1%	-0.2%	3.4	94	-0.8%	-5%
COc1ccc(C(=O)N(C)C2CCCc3ccccc32)cc1OC1CCN(C(C)C)CC1 (stereo not drawn)	4%	5%	10%	-12%	-1.2%	-0.1%	-0.7	71	2.0%[50 µM]	-4%
CCOC(=O)C(/C=N/c1cc(C)nn1-c1ccccc1)=C(\C)O	6%	7%	28%	5%	-8.8%	-0.2%	1.1	108	1.3%	-12%
O=C(Cn1cnc2ccccc2c1=O)c1ccc2ccccc2c1	9%	3%	7%	-15%	0.8%	-0.2%	-0.2	40	-0.1%	-7%
CC1CCN(S(=O)(=O)c2ccc(NC(=O)CCN3C(=O)c4ccccc4C3=O)cc2)CC1	7%	13%	20%	1%	-5.6%	0.2%	4.2	61	4.7%	-3%
Cc1nc2sc3c(c2c(=O)[nH]1)CCCC3	5%	-7%	1%	8%	2.4%	-0.1%	2.0	58	-0.2%	-3%
CCCCP(=O)(c1ccccn1)c1ccccn1	6%	-3%	-40%	-8%	5.7%	-0.2%	.	.	2.0%	2%
CCc1ccc(OCc2nnc(SCCN3CCOCC3)n2CC)cc1	7%	24%	-8%	-14%	2.2%	0.6%	0.5	83	0.0%	-11%
O=C(O)c1ccc2c(c1)C(=O)N(c1ncccn1)C2=O	11%	4%	11%	-29%	-3.3%	-0.2%	1.6	53	4.8%	1%
COC(=O)[C@H](C)NC(=O)Nc1cccc(C)c1	2%	9%	6%	-8%	0.7%	-0.1%	-0.3	69	-0.2%[50 µM]	-10%
O=C(NCCc1ccccc1)c1ccc(CS(=O)(=O)c2ccc(Cl)cc2)o1	10%	11%	8%	-4%	-1.8%	-0.3%	-1.2	69	0.1%	22%
O=Cc1cn(-c2ccccc2)nc1-c1ccc(F)cc1	-2%	3%	-65%[20 µM]	-34%	1.5%	-0.3%	4.1	56	-0.1%	5%
Cc1cccc(NC(=O)c2cn(-c3ccccc3)nc2-c2ccccc2)c1	16%	4%	-3%	-7%	1.3%	0.0%	0.8	49	1.1%[50 µM]	0%
